NR3A LBD binder – modulates the human NR3A ligand-binding domain. NR3A LBD differential scanning fluorimetry, Tm shift; 0% = protein alone, 100% = glycine-bound protein. Tm shift relative to glycine control, % at 25 µM. 340,000 compounds, 2.5% hits. AID 1259313;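 active = melting temperature shift of at least 10% of the positive control shift, at one fixed dose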
APOBEC3G inh – inhibitors of human APOBEC3G DNA deaminase; 330,000 compounds, 0.28% hits; Q9HC16; inhibition, % at 20 µM; AID 493012; recombinant A3G, ssDNA deamination FAM/TAMRA fluorescence;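 active = inhibition of at least 40% at 20 µM, with no more than 30% in the related APOBEC3A deaminase screen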;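 note: plate controls were DMSO wells with A3G for no effect and wells lacking A3G enzyme for full effect; some compounds called inactive have numbers as strong as hits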
Target sequence (Q9HC16 whole entry, looked up): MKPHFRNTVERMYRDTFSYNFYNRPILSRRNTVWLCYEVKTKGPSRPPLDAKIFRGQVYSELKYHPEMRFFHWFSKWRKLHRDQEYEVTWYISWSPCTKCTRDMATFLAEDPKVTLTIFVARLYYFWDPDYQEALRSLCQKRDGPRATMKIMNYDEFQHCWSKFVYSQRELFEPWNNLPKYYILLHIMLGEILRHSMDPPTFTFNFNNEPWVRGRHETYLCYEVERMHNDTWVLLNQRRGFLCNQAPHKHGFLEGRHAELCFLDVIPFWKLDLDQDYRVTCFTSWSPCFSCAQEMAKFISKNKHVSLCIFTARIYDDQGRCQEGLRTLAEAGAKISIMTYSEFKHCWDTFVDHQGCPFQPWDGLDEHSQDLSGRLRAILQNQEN
MPTP block – inhibitors of mitochondrial permeability transition pore; isolated mouse mitochondria, Ca2+ swelling absorbance, 30 min; inhibition, % at 10 µM; 360,000 compounds, 1.4% hits; AID 602449;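 active = inhibition of 50% or more, scaled per plate between neutral and stimulator controls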;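 note: 0% = DMSO wells given calcium and 100% = 1 mM EGTA wells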
EBI2 antag – blocks human EBI2 receptor beta-arrestin signaling. EBI2 beta-arrestin recruitment, luminescence, 7a,25-OHC stimulated. P32249. 360,000 compounds, 0.81% hits. inhibition, % at 5 µM; in the data active = inhibition above about 38%;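 note: enzyme fragment complementation signal reports receptor beta-arrestin coupling in cells; 0% = agonist plus DMSO wells and 100% = wells without agonist; some results beyond the cut were filed as inactive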
Target sequence (P32249 whole entry, looked up, the tested form may be a part): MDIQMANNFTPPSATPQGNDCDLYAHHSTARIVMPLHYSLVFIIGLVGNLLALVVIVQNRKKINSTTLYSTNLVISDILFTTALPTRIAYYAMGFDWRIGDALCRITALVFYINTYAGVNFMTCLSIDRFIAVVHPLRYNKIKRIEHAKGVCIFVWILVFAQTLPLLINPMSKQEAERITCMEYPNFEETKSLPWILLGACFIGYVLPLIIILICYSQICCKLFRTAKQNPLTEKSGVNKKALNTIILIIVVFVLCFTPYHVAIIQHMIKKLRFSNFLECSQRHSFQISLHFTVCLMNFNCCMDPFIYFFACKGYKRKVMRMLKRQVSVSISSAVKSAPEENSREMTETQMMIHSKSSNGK
APOBEC3A inh – inhibitors of human APOBEC3A DNA deaminase | P31941 | recombinant A3A, FAM/TAMRA ssDNA deamination fluorescence | inhibition, % at 20 µM | 330,000 compounds, 0.41% hits;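 active = at least 40% inhibition at 20 µM here, with at most 30% in a related deaminase screen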;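 note: plate controls were A3A with DMSO for no effect and wells lacking A3A enzyme for full effect; some results filed as inactive read as strong as hits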
CXCR6 inh – blocks human CXCR6 beta-arrestin recruitment; 360,000 compounds, 0.36% hits; O00574; AID 602244; CHO-K1 PathHunter CXCR6 beta-arrestin, luminescence; inhibition, % at 20 µM; in the data active = inhibition above about 34%, passing the limit was not always enough;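 note: antagonist mode with CXCL16 agonist at 10 nM final; 0% = 10 nM CXCL16 with DMSO and 100% = unstimulated wells without agonist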
Target sequence (O00574 whole entry, looked up): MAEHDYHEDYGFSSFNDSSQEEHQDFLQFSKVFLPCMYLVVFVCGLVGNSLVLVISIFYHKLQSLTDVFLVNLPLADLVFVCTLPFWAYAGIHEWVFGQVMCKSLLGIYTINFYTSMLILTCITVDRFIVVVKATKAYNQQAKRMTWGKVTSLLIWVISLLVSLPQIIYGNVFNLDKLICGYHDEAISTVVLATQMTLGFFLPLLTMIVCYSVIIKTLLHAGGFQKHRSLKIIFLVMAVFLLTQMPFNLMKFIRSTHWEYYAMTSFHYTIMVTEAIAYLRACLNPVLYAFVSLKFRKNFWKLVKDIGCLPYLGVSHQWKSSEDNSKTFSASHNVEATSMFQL
Gli-Sufu antag – antagonists of Gli-Sufu signaling. Sufu-KO-LIGHT fibroblasts, Gli luciferase reporter luminescence. inhibition, % at 5 µM. 340,000 compounds, 0.74% hits;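 active = inhibition above about 55%, limit read from the data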;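 note: 0% = DMSO-treated cells and 100% = wells with medium but no cells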
CCR6 antag – blocks CCL20-driven beta-arrestin recruitment at human CCR6; P51684; CHO-K1 CCR6 PathHunter beta-arrestin, luminescence, CCL20-stimulated; inhibition, % at 20 µM; 340,000 compounds, 0.49% hits;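 active = compounds whose inhibition of the agonist-driven luminescence signal at 20 µM reaches about 50%, limit read from the data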;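 note: cells stimulated with CCL20 at 14 nM final; plate controls were DMSO with CCL20 for no effect and DMSO without agonist for full effect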
The depositor's hits bear a star; nt = not tested or not shown.

SMILES	NR3A LBD binder	APOBEC3G inh	MPTP block	EBI2 antag	APOBEC3A inh	CXCR6 inh	Gli-Sufu antag	CCR6 antag
COc1ccccc1CNC(=O)c1oc2ccccc2c1C	2.9	-5.8	-0.2	-0.5	-1.9	2.6	-10.0	11.6
CCNc1ccc(S(=O)(=O)N(C)C)cc1NCC(=O)Nc1ccc(Br)cc1F	-2.0	-7.0	43.3	18.4	-2.1	-11.7	7.0	-4.2
O=C(c1cccc(S(=O)(=O)N2CCc3ccccc32)c1)N1CCOCC1	0.5	-4.1	-0.1	4.5	-2.4	0.6	0.9	6.2
CC(C)C(NC(=O)c1ccco1)C(=O)NCC(c1ccco1)N1CCCCC1 (centres undefined)	-2.5	-8.7	0.2	7.6	-3.1	-2.9	-1.8	2.7
CCc1ccccc1NC(=S)N1CCC(C(=O)c2ccc(F)cc2)CC1	0.8	1.1	1.0	-8.5	-0.1	10.7	-1.5	2.8
CSCCC(NS(=O)(=O)c1ccccc1F)C(=O)NCC(C)(C)N1CCOCC1 (centres undefined)	1.9	-1.1	-0.8	-6.8	-2.6	-4.8	-36.2	5.6
COc1ccc(C)cc1S(=O)(=O)N(C)CC(=O)Nc1ccccc1	-0.8	11.3	-1.4	3.0	2.1	-4.3	10.0	11.0
Cn1c(N)c(C(=O)COC(=O)CCC(=O)c2cccs2)c(=O)n(C)c1=O	-1.3	-7.9	0.1	3.1	-1.5	-5.0	6.7	-4.7
CCOc1ccccc1N(CC(=O)Nc1ccc(C)cc1)S(C)(=O)=O	1.2	0.8	-0.5	-15.4	3.5	5.7	1.1	-0.4
Cc1ccccc1N1CCN(C2CCCN(C(=O)c3ocnc3C)C2)CC1 (centres undefined)	2.5	-0.8	0.2	6.2	0.5	2.7	15.9	11.2
COc1cc(/C=C/C(=O)c2ccc(C)cc2)ccc1OCC#N	-11.1	10.4	-10.0	9.2	0.8	-2.2	8.2	20.0
CCC(=O)NC(c1ccc(C)cc1)c1cc(Cl)c2cccnc2c1O (centres undefined)	-26.7	-9.8	-1.8	31.6	-3.4	12.0	22.9	55.8*
COC(=O)C1=C(C)NC(C)=C(C(=O)OC)C1c1ccccn1	-19.9	-0.5	-0.5	0.9	-1.9	1.2	9.8	0.2
CCCCN(C(=O)CSc1c(C)c(C)cc(C)c1C)c1c(N)n(CCC)c(=O)[nH]c1=O	0.2	-3.3	3.5	-3.4	-0.1	-1.5	2.0	7.0
Cc1cc(=O)oc(C)c1C(=O)OCC(=O)c1ccc(Cl)cc1	0.0	-5.4	0.2	-4.9	-0.3	-5.3	-6.2	-8.1
Cc1cc([N+](=O)[O-])ccc1NC(=O)C[n+]1ccc(N(C)C)cc1	-2.5	-4.2	-0.9	3.1	-2.4	-6.0	2.9	-4.6
CN1CC[C@@]2([C@@]34CCN(C)C3Nc3ccccc34)c3ccccc3NC12 (some centres undefined)	-0.5	23.6	-3.0	3.0	5.0	-4.5	-1.7	6.1
O=C(c1ccccc1F)N1CCN(S(=O)(=O)c2ccc(Br)cc2)CC1	0.0	-9.5	-1.8	-15.8	-6.0	0.2	-1.0	21.4
N/C(=N\OC(=O)c1cccc(F)c1)c1ccccn1	-1.1	-6.6	0.7	-11.5	-5.7	-8.0	-68.0	-9.4
Cc1cccc(C(=O)NC2CCN(CC(=O)N3CCOCC3)CC2)c1	-0.3	-2.8	-1.0	-4.8	-0.3	-3.3	-6.3	7.1
Cc1ccc(S(=O)(=O)N(C)C)cc1NC(=S)N1CCN(Cc2ccc3c(c2)OCO3)CC1	0.3	1.0	4.0	-4.6	5.2	5.6	55.1*	4.9
COc1ccc(N2C(=O)CSC2c2cccc(F)c2)c(OC)c1 (centres undefined)	-2.0	-2.2	-0.4	15.1	4.9	1.7	12.4	0.9
Cc1cc(Br)ccc1SCC(=O)OCC(=O)NC(C)c1ccccc1 (centres undefined)	-7.3	-3.9	0.0	-7.4	-0.1	2.9	-2.5	5.1
O=C(CCCSc1nc2ccccc2c(=O)[nH]1)c1ccc(F)cc1	-0.6	2.6	-1.6	-2.7	1.2	-2.6	4.3	16.5
Cc1ccc(C(=O)NCCc2c[nH]c3ccccc23)s1	27.1*	-0.5	0.5	19.8	24.5	-2.7	-63.6	14.6

Whole records, quoted from the list. Values in the order: NR3A LBD binder | APOBEC3G inh | MPTP block | EBI2 antag | APOBEC3A inh | CXCR6 inh | Gli-Sufu antag | CCR6 antag
CC(C)C(NC(=O)c1ccco1)C(=O)NCC(c1ccco1)N1CCCCC1 (centres undefined) in the list: -2.5 | -8.7 | 0.2 | 7.6 | -3.1 | -2.9 | -1.8 | 2.7
COc1ccc(C)cc1S(=O)(=O)N(C)CC(=O)Nc1ccccc1 in the list: -0.8 | 11.3 | -1.4 | 3.0 | 2.1 | -4.3 | 10.0 | 11.0

The list continues.
SMILES	NR3A LBD binder	APOBEC3G inh	MPTP block	EBI2 antag	APOBEC3A inh	CXCR6 inh	Gli-Sufu antag	CCR6 antag
Cc1cccc(CC(=O)NCC(=O)NCc2cc(=O)n(C)c(=O)n2C)c1	-0.8	-10.0	-2.8	4.3	-6.5	5.1	-6.4	11.4
NC(=O)COC(=O)/C=C/c1ccc(S(=O)(=O)N2CCCCCC2)cc1	-0.4	-11.6	3.1	0.0	17.2	-0.2	7.5	3.6
COc1cc(/C=N\NC(=O)c2c(C)nc3cc(C)ccn23)ccc1O	-2.0	-7.0	-0.8	-20.2	-1.8	1.7	0.8	-7.0
COc1ccc(CCN2CC(C(=O)N3CCCCCC3)CCC2=O)cc1 (centres undefined)	-3.1	-6.2	0.1	20.8	-6.3	1.8	-4.9	-1.7
CC(=O)Nc1c(C)ccc(CNC(=O)COc2ccc(F)cc2)c1C	-12.3	-4.4	2.7	-4.1	-0.8	-4.9	-24.7	0.4
CN1CCN(NS(=O)(=O)c2ccc(Cl)cc2)CC1	1.6	-62.4	0.7	-3.4	2.2	-1.4	-2.1	-15.0
CCCCN(C(=O)c1ccc(S(=O)(=O)N2CCOCC2)cc1)C1CCS(=O)(=O)C1 (centres undefined)	3.1	-5.0	-2.3	-7.6	0.5	-5.9	0.9	4.9
COc1cc(/C=C(\CCC(=O)O)c2nc3ccccc3s2)ccc1OCC(=O)Nc1c(Cl)cccc1Cl	4.9	-2.7	-2.1	13.9	1.9	-5.5	0.1	13.6
COCCn1c(Cc2ccccc2)nnc1SCC(=O)NC1CC1	0.2	-7.8	0.2	-4.9	-2.7	3.2	-10.1	6.7
COc1ccc(/C=C2\SC(=NCc3ccccc3)N(Cc3ccccc3)C2=O)cc1OC	0.1	2.7	7.5	-2.7	-5.6	1.6	7.8	12.0
COc1ccc(CN(Cc2ccncc2)C(=O)CCC(=O)O)cc1	3.0	1.8	-0.5	-5.3	3.0	-9.6	0.8	-14.5
CCOC(=O)c1cnc(SCC(=O)Nc2ccccc2C(=O)OC)nc1N	1.1	-7.3	4.5	-0.7	11.0	-2.8	7.6	24.1
COc1cc(Cl)c(CN2CCCC(CO)(Cc3ccccc3F)C2)cc1OC (centres undefined)	0.0	-12.9	5.5	8.1	-5.8	-1.7	36.7	5.4
O=C(CCNS(=O)(=O)c1ccc(Cl)cc1)N1CCOCC1	-3.3	-2.8	-1.8	2.5	0.9	-9.3	-1.0	15.5
Cc1ccc(C)c(OCCC(=O)OCC(=O)Nc2ccc(C)c(S(=O)(=O)N3CCCCC3)c2)c1	1.9	0.7	3.7	-0.7	3.5	-10.8	-15.0	10.2
CC(=O)Nc1ccc(NC(=O)CN(c2ccc([N+](=O)[O-])cc2)S(=O)(=O)c2ccccc2)cc1	-4.4	-10.6	-0.2	-1.9	-1.2	6.6	-6.0	-4.5
Cc1cc(C(=O)CSc2n[nH]c(-c3ccccc3F)n2)c(C)n1Cc1cccs1	-9.2	-3.8	-0.6	12.7	-2.6	4.6	-5.9	-9.4
O=C(CN1C(=O)C2CCCCC2C1=O)OCc1nnc(-c2ccccc2)o1 (centres undefined)	0.1	0.3	-2.3	-6.2	-2.1	1.0	22.9	4.1
CN(C(=O)CN1C(=O)c2cc(Cl)c(Cl)cc2C1=O)C1CCS(=O)(=O)C1 (centres undefined)	2.6	-12.1	1.4	-6.0	-4.7	-6.0	-2.3	6.6
CC(C(=O)c1ccccc1)[n+]1cccc(C(N)=O)c1 (centres undefined)	-0.9	-6.5	1.8	6.3	-3.1	-8.0	-9.7	-1.9
COC(=O)[C@]1(CC(C)C)N[C@H](c2ccc(-c3ccc(F)cc3)cc2)[C@@H]2C(=O)N(C)C(=O)[C@@H]21	1.9	-6.1	0.2	9.1	-1.3	1.5	18.3	-11.1
Cc1ccc(C(=O)N2CCN(c3ccc([N+](=O)[O-])c(NCc4cccnc4)c3)CC2)cc1	-1.5	-7.0	-0.5	7.9	1.3	3.5	-10.6	26.2
O=C1CC(NS(=O)(=O)c2cccnc2)CN1c1ccc(F)cc1 (centres undefined)	4.3	-3.7	-0.3	-14.2	-0.6	3.0	-6.7	6.5
Cc1ccccc1N(CC(=O)NC(C)(C)C)C(=O)CS(=O)CC(=O)Nc1ccc2c(c1)OCO2 (centres undefined)	-2.9	-6.4	-1.9	-4.3	-3.1	-3.4	-13.7	4.9
CC(C)=C1C2CCC1C1C(=O)N(c3ccc4c(c3)OCO4)C(=O)C21 (centres undefined)	1.6	-1.3	-0.1	-3.7	1.2	-8.4	-4.3	10.7
(continued)
SMILES	NR3A LBD binder	APOBEC3G inh	MPTP block	EBI2 antag	APOBEC3A inh	CXCR6 inh	Gli-Sufu antag	CCR6 antag
c1ccn2c(SCc3ccc4c(c3)OCO4)nnc2c1	-0.2	3.6	3.6	9.6	-2.1	-1.2	-5.2	-9.6
COc1cccc(NC(=O)N2CCCC2C(=O)NC23CC4CC(CC(C4)C2)C3)c1 (centres undefined)	-2.0	-9.0	-1.2	13.0	-0.4	-3.8	9.5	11.1
Cc1cc(C)c(S(=O)(=O)n2ccc3ccccc32)c(C)c1	9.9	-5.2	23.5	22.2	1.7	4.1	16.2	32.4
Cc1cccc2cc(C3CC(c4ccco4)=NN3C(=O)CCC(=O)O)c(Cl)nc12 (centres undefined)	1.4	-0.6	0.6	-11.2	-0.2	-0.3	-1.9	-1.9
COc1ccc(OC)c(NC(=O)CSc2n[nH]c(-c3cccnc3)n2)c1	-0.6	-9.1	1.0	-4.9	-4.1	-7.1	-3.5	3.6
CC(=O)c1ccc(NS(=O)(=O)c2c(C)cc(C)cc2C)cc1	-2.1	3.6	-0.2	-2.5	1.7	5.0	-20.0	10.7
COc1ccc(CCNC(=O)c2ccc(NC(=O)CC3SC(N4CCCCC4)=NC3=O)cc2)cc1 (centres undefined)	8.7	nt	-1.0	-10.3	nt	8.5	2.3	3.4
COC(=O)COc1ccc(S(=O)(=O)N2CCc3ccccc3C2)cc1C	0.7	-6.2	0.3	-4.2	-4.6	-1.5	0.7	-7.3
Cn1nc(C(F)(F)F)c(C(=O)Nc2ccc(F)cc2)c1Cl	-2.7	-5.0	0.6	-3.9	-2.4	3.3	6.2	-6.0
O=C(c1ccc(NC(=S)NCc2ccco2)cc1)N1CCCCC1	-1.0	-8.4	-1.7	2.0	-5.4	-2.1	-3.2	8.7
O=C(CN1CCOCC1)N/N=C/c1ccc(-c2cccc(Cl)c2Cl)o1	-0.4	-3.9	3.0	2.0	-2.2	6.0	-13.1	-2.1
Cc1ccc(NNC(=O)Nc2ccc(Cl)cc2)nn1	2.7	8.6	4.5	3.9	0.8	-13.3	-2.3	-18.0
O=C(NC(Cc1c[nH]c2ccccc12)C(=O)Nc1ccc(OC(F)(F)F)cc1)c1cccs1 (centres undefined)	32.8*	-3.5	14.3	10.6	-3.0	12.0	7.8	6.5
Cc1ccc(C(=O)N2CCCC(c3ccccc3)=N2)cc1	-2.0	-5.9	-0.7	-2.0	-3.8	3.2	-2.6	-11.3
Cc1occc1-c1nnc(SCC(=O)N2CCN(c3ccccc3)CC2)n1C	8.8	-1.6	-2.8	10.7	-1.5	-2.4	30.0	12.5
Cc1nn(C)c(Cl)c1CN1CCCC(CCC(=O)NCc2ccccc2F)C1 (centres undefined)	-2.0	-2.8	-3.3	4.1	-1.4	-13.9	29.3	11.8

Source: PubChem (Sanford-Burnham Center for Chemical Genomics)
